Assay outcomes as filed in PubChem.
RAD54 branch = inhibitors of human RAD54 branch migration, primary screen, biochemical, fluorescence, single point; hit rate 0.14% among 360,000; inhibition, % at 10.4 µM; RAD54 Holliday junction branch migration, FAM/BHQ fluorescence;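 active means mean normalized replicate activity at least 40 and at least half of replicates scoring 40 or more; inconclusive means only one of the two criteria met; inactive means mean below 40 and under half of replicates reaching 40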;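 further: 0% = median of neutral control wells and 100% = median of positive control wells; inhibitors cause a drop in the FAM fluorescence signal; in these data hits start at about 50%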
S100A4 inh HTS = inhibitors of S100A4-myosin IIA peptide binding, primary screen, biochemical, fluorescence polarization, TAMRA-MyoIIA peptide | AID 652163, 2013 | hit rate 0.14% among 360,000 | inhibition, % at 10.7 µM;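 active means mean inhibition of at least 70% across replicates, with every replicate also reaching that level; inconclusive means mean inhibition reaches 70% but some replicates fall short; inactive means mean inhibition below 70%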
Target sequence (P26447 whole entry, looked up): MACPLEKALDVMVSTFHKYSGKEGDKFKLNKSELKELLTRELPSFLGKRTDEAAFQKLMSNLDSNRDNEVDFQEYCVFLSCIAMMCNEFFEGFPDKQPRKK
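Material: human S100A4 monomer with TAMRA-labelled myosin IIA peptide; buffer or medium: HEPES pH 7.2 with CaCl2, KCl, NaCl, DTT, Triton; compound dosing: one concentration per compound; schedule: 5 min incubation before reading; benchmarks: neutral control DMSO, positive control TFP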
E-selectin induc = E-selectin induction in HUVECs, primary screen, imaging, HUVEC, immunofluorescence imaging, single point. P16581. normalized: neutral wells 0, TNF-alpha wells 100. activation, % at 7.58 µM. hit rate 0.37% among 260,000. AID 686992, 2013;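 active means mean E-selectin-positive cell signal at least 10% of the positive control, reached in at least 60% of replicates, without over 20% cell loss; inconclusive means no rule given, readout overlaps actives, possibly toxicity-flagged; inactive means the rest, including those meeting only one limit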;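 further: in these data hits start at about 27%; measured in HUVEC primary endothelial cells; signal is the percent of cells scored E-selectin positive by PE staining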
Target sequence (P16581 whole entry, looked up): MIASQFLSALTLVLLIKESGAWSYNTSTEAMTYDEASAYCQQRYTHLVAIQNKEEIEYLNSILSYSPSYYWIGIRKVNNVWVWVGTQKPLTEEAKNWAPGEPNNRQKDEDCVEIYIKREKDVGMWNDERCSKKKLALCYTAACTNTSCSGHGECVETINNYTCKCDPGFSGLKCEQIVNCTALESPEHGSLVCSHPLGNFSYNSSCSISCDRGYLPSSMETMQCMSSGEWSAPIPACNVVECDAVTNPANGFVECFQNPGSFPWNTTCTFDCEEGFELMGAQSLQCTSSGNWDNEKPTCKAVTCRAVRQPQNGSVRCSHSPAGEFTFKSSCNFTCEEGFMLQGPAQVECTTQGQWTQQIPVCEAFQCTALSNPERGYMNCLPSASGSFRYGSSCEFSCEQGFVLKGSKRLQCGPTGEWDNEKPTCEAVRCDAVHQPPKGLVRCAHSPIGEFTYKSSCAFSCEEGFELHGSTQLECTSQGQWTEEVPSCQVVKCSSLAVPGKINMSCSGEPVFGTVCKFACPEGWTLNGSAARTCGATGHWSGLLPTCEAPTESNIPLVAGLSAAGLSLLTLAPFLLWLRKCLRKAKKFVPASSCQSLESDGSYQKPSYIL
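Read-out basis: % PE-positive cells; Test system: HUVEC primary endothelial cells; Technique: immunofluorescence imaging; Dosing: single-point compound dose.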
esBAF inh = Bmi1 luciferase reporter increase in mESCs, primary screen, esBAF inhibitor project, mouse ES cells, Bmi1 luciferase knock-in, single point; 24 h; 100% = twice the neutral-well signal; reporter increase, % at 12.5 µM; hit rate 2% among 350,000; AID 602393, 2012; in the data active means activation above about 40%; inconclusive means no clear call, values can overlap the other calls;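 further: 0% = median of the plate's neutral control wells and 100% = double that signal; a rise in the Bmi1 reporter signal indicates esBAF inhibition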
Xi reactivation = activators of inactive X chromosome reactivation, primary screen, imaging, XiGFP fibroblasts, GFP high-content imaging, set 2; XiGFP mouse fibroblasts, % GFP-positive cells imaging, 3 d; cells co-treated with 5-aza-dC sensitizer; scaled so ellipticine positive control = 100%; activation, % at 7.58 µM; hit rate 0.055% among 360,000; AID 743238, 2013;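 active means mean normalized replicate activation at least 10% and every replicate at or above 10%; inconclusive means only one of the two criteria met; inactive means mean below 10% and not all replicates reach 10%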;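 further: 0% = median of on-plate neutral control wells and 100% = ellipticine 6 µM median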
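Material: XiGFP fibroblasts, SV40-immortalized. Buffer or medium: DMEM plus 5-aza-dC sensitizer. Compound: single concentration per compound, delivered by pin transfer. Times: 3 days compound exposure. Controls: ellipticine 6 µM.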
RAD52 inh = RAD52 DNA annealing inhibitors, primary screen, biochemical, FRET, single point, set 2. DNA repair protein RAD52 homolog (Homo sapiens), P43351. recombinant RAD52 DNA annealing, FRET fluorescence. inhibition, % at 18.7 µM. hit rate 0.46% among 360,000. AID 651710, 2012;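 active means every replicate showing at least 50% inhibition; inconclusive means mean inhibition at least 50% but not in every replicate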
FN deposition inh = inhibitors of fibronectin matrix deposition, primary screen, AH1F cells, Alexa488-fibronectin fluorescence, plate reader; AH1F fibroblasts, overnight; inhibition, % at 12.6 µM; hit rate 0.086% among 350,000;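 active means mean inhibition across replicates of 30% or more, regardless of how many single replicates reach that level; inconclusive means mean under 30% yet at least half of replicates reach 30%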;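 further: positive control wells lacked labelled fibronectin entirely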
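Schedule: 1 h cell adhesion before compound, then overnight fibronectin incubation; test system: AH1F fibroblast monolayer depositing Alexa488-labelled fibronectin into matrix; quantity: 10000 AH1F cells per well; probe or stimulus: fluorescent fibronectin at 24 nM final; signal: fluorescence, ex 485 nm, em 525 nm; evaluation: percent inhibition as loss of matrix-bound fibronectin fluorescence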
EWS-Fli block = EWS/Fli-driven NR0B1 reporter inhibitors, primary screen, A673 cells, NR0B1 luciferase, luminescence, MLPCN library | viability-normalised | inhibition, % at 12.6 µM | hit rate 0.67% among 350,000 | AID 651661, 2012;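 active means mean inhibition of at least 50% after viability correction, with every replicate also passing that limit; inconclusive means mean reaches 50% but only one of two replicates passes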;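 further: firefly luciferase signal divided by Alamar Blue viability fluorescence both relative to DMSO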
Starred values were filed as active, the others as inactive; ? = inconclusive; . = no result given.

SMILES	RAD54 branch	S100A4 inh HTS	E-selectin induc	esBAF inh	Xi reactivation	RAD52 inh	FN deposition inh	EWS-Fli block
CC(C)NC(=O)NC(=O)COC(=O)Cc1c(F)cccc1Cl	1	-4	.	0	0.0	-14	13	0
C=CCn1c(NCc2cc(Cl)ccc2O)nc2ccccc21	-3	-2	.	0	0.0	-9	4	-1
Cc1ccc(-c2nnc(NC(=O)CCS(=O)(=O)c3ccc(F)cc3)o2)c(C)c1	.	-3	-0.2	.	0.3	-5	0	-2
O=C1c2cccnc2C(=O)N1Cc1ccc(S(=O)(=O)N2CCN(c3ccccc3)CC2)cc1	-9	-4	-0.3	1	0.2	-11	2	.
CCOc1ccc(-c2noc(CCC(=O)NC3CCCCC3)n2)cc1OC	6	-4	-0.1	6	0.2	-12	7	-6
O=S(=O)(N[C@@H]1CC[C@H](CCn2cc(-c3cccnc3)nn2)O[C@H]1CO)c1ccc(Cl)cc1	-4	-3	0.0	3	-0.1	6	-6	-1
Cc1ccc(NC(=O)CN2CCC(NC(=O)c3cccc(F)c3)CC2)cc1C	0	-4	.	-4	0.0	-11	-6	-6
Cn1c(SCC(=O)Nc2ccc3c(c2)CCC3)nnc1C1CC1	5	-18	.	-3	-0.1	-8	2	0
C[C@H](CO)N1C[C@H](C)[C@H](CN(C)C(=O)CC2CC2)Oc2cc(-c3cncnc3)ccc2S1(=O)=O	1	0	1.2	-2	-0.9	-1	-18	-4
Cc1ccc(-c2noc(CN(C)C(=O)Nc3ccc(F)cc3)n2)cc1	.	-4	.	.	0.3	-36	-6	5
CCOC(=O)c1cnc2c(C)cc(C)cc2c1NCCCN1CCOCC1	93*	-1	0.0	-20	0.1	68*	-1	12
COc1ccc(C(=O)NCc2nnc(SCC(=O)Nc3cc(OC)ccc3OC)o2)cc1	4	-7	.	0	0.0	-17	-8	12
O=C1CN2NC(=S)N(c3ccc(Cl)cc3)C2=CN1c1ccc(Cl)cc1	.	1	-0.7	.	0.1	-14	2	-2
C[C@H](CO)N1C[C@H](C)[C@@H](CN(C)Cc2ccc(Oc3ccccc3)cc2)Oc2ccc(NC(=O)Cc3ccccc3)cc2CC1=O	-11	-8	-3.9	5	-0.6	-16	.	2
CN1C(=O)c2cc(NC(=O)c3cscn3)ccc2OC[C@H]2O[C@H](CC(=O)N3CCOCC3)CC[C@@H]21	-5	-5	0.4	4	0.0	-3	-3	-5
CC(=O)Nc1ccc(Nc2c([N+](=O)[O-])c(=O)n(-c3ccccc3)c3ccccc23)cc1	-4	-2	1.8	2	0.0	-23	-13	-3
Cc1ccc(S(=O)(=O)N[C@@H]2CC[C@H](CCNC(=O)C3CCOCC3)O[C@@H]2CO)cc1	-8	7	-0.1	4	-0.1	3	3	5
COc1ccc(OC)c(S(=O)(=O)CC(=O)c2cc3ccccc3oc2=O)c1	.	4	-0.4	.	0.4	-9	2	1
C[C@@H]1CN([C@H](C)CO)S(=O)(=O)c2ccc(C3=CCCC3)cc2O[C@H]1CN(C)C(=O)Cc1ccncc1	3	0	0.5	-6	0.0	-9	-2	-1
CCCCN(C)CCCNC(=O)C1(O)c2ccccc2NC(=O)N1c1ccc(Cl)cc1 (stereo not given)	-2	1	.	-3	0.0	4	3	2
COc1ccccc1-c1c(C#N)c(N)nc2c1CCC2	.	2	1.1	.	0.0	-4	2	-3
O=C(NCC(c1ccco1)N1CCCC1)c1ccc(Cl)c(S(=O)(=O)N2CCc3ccccc32)c1 (stereo not given)	5	-12	.	-21	0.4	-98	-14	-1
CCN1C(=O)C2(C(C(=O)c3ccc(C)o3)=C(O)C(=O)N2CCCN(C)C)c2ccccc21 (stereo not given)	-6	-2	.	.	0.0	-17	1	28
CC(=O)Nc1ccccc1-c1nc2ccc(C(=O)N3CCN(c4cccc(C)c4)C(C)C3)cc2[nH]c1=O (stereo not given)	-8	-3	?	5	-0.1	-3	-6	-5
O=C(Nc1cccc(F)c1)N1CC(=O)N2[C@H](CO)[C@@H](c3ccc(-c4ccc(F)cc4)cc3)[C@H]2C1	.	11	-0.5	.	0.0	-11	.	0

The final seven compounds of the section before open the next one.
SMILES	RAD54 branch	S100A4 inh HTS	E-selectin induc	esBAF inh	Xi reactivation	RAD52 inh	FN deposition inh	EWS-Fli block
C[C@@H]1CN([C@H](C)CO)S(=O)(=O)c2ccc(C3=CCCC3)cc2O[C@H]1CN(C)C(=O)Cc1ccncc1	3	0	0.5	-6	0.0	-9	-2	-1
CCCCN(C)CCCNC(=O)C1(O)c2ccccc2NC(=O)N1c1ccc(Cl)cc1 (stereo not given)	-2	1	.	-3	0.0	4	3	2
COc1ccccc1-c1c(C#N)c(N)nc2c1CCC2	.	2	1.1	.	0.0	-4	2	-3
O=C(NCC(c1ccco1)N1CCCC1)c1ccc(Cl)c(S(=O)(=O)N2CCc3ccccc32)c1 (stereo not given)	5	-12	.	-21	0.4	-98	-14	-1
CCN1C(=O)C2(C(C(=O)c3ccc(C)o3)=C(O)C(=O)N2CCCN(C)C)c2ccccc21 (stereo not given)	-6	-2	.	.	0.0	-17	1	28
CC(=O)Nc1ccccc1-c1nc2ccc(C(=O)N3CCN(c4cccc(C)c4)C(C)C3)cc2[nH]c1=O (stereo not given)	-8	-3	?	5	-0.1	-3	-6	-5
O=C(Nc1cccc(F)c1)N1CC(=O)N2[C@H](CO)[C@@H](c3ccc(-c4ccc(F)cc4)cc3)[C@H]2C1	.	11	-0.5	.	0.0	-11	.	0
COCC(=O)N1C[C@@H](C)[C@@H](OC)CN(C)C(=O)c2cc(NC(=O)c3cc(C)on3)ccc2OC[C@@H]1C	4	-4	0.0	-5	0.0	0	3	-4
CCn1c(CSc2nc3ccccc3s2)nnc1SCC(=O)c1ccc2c(c1)OCCO2	-1	.	0.5	-10	.	.	4	.
COc1ccc(CNC(=O)C2CC(c3ccc(C(F)(F)F)cc3)=NO2)cc1 (stereo not given)	5	-8	0.0	-7	0.1	-11	-4	3
O=C1c2nccnc2C(=O)N1c1ccc(F)cc1	.	1	0.1	.	0.0	-15	-1	10
CCCC#Cc1ccc2c(c1)O[C@H](CN(C)C(=O)CC)[C@@H](C)CN([C@@H](C)CO)S2(=O)=O	-9	-3	0.5	0	-0.7	-4	.	-5
COC(=O)c1ccc(OC(=O)CCc2cc(OC)c(OC)c(OC)c2)cc1	.	9	2.5	-1	0.1	-14	13	2
COc1cccc(CN(C)C(=O)Nc2cccc(C(F)(F)F)c2)c1OC	-3	1	-1.7	.	0.0	-18	3	0
Cc1ccc(C)c(N2CCN(C(=O)CCc3nc(-c4ccc(Cl)cc4)no3)CC2)c1	2	6	0.3	-4	0.1	-2	-7	-5
CCCNC(=O)C1CN(S(=O)(=O)c2ccc(C)cc2)c2ccccc2O1 (stereo not given)	-8	-2	0.0	0	0.0	-8	-1	-16
CC1CCCC(NC(=O)c2ccc3c(c2)NC(=O)CS3)C1C (stereo not given)	4	-7	.	11	0.1	-12	-1	.
C[C@@H]1CCCCO[C@@H](CN(C)Cc2ccc(C(=O)O)cc2)[C@H](C)CN([C@@H](C)CO)C(=O)c2cc(NS(=O)(=O)c3ccc(F)cc3)ccc2O1	-7	0	0.6	1	-0.2	21	.	-8
O=C1C=C(NC(=O)Nc2ccc(Cl)c(Cl)c2)CCC1	.	-3	.	.	0.0	-5	0	-70
O=C(N/N=C\c1ccc(Sc2ccccn2)o1)c1cccc(Br)c1	1	.	0.7	-2	.	.	3	.
O=Cc1ccc(F)c([B-](F)(F)F)c1	11	-5	0.1	-2	0.1	-20	-1	-1
NC(N)=N/N=C/c1ccccc1OC(F)F	-4	-5	.	-3	0.2	-16	-8	6
C[C@H](CO)N1C[C@H](C)[C@@H](CN(C)Cc2ccc(C(F)(F)F)cc2)Oc2c(cccc2N(C)C)C1=O	4	-2	.	-4	-1.2	10	-13	-3
CCOc1ncccc1C(=O)OCC(=O)Nc1cc(C(C)(C)C)ccc1OC	2	1	.	7	-0.1	-1	5	1
CCNC(=O)[C@H]1[C@H](CO)[C@H]2Cn3c(ccc(C4=CCCC4)c3=O)[C@@H]1N2Cc1ccncc1	-1	-10	0.6	-1	0.2	-50	.	1
C[C@@H]1CN([C@@H](C)CO)C(=O)c2cc(NS(=O)(=O)c3cccs3)ccc2O[C@@H]1CN(C)C(=O)Nc1ccc2c(c1)OCO2	-1	14	36*	-2	-0.1	7	-7	-6
COCCNC(=O)C[C@@H]1CC[C@@H]2[C@H](COC[C@@H](O)CN2C(=O)Nc2ccc3c(c2)OCO3)O1	-3	5	0.0	9	0.0	-15	-12	-19
COC(=O)[C@H](CCSC)NC(=O)Cn1cnc(C(=O)Nc2ccc(C)c(C)c2)n1	2	-2	0.1	2	0.0	4	0	-72
O=C(Nc1ccc(F)cc1)C(c1ccnc2ccccc12)N1CCN(C(=O)c2ccco2)CC1 (stereo not given)	.	-3	2.4	.	0.0	-44	7	12
COc1ccc(Cc2noc(=O)[nH]2)cc1	-12	-4	-0.2	3	0.0	5	-15	-4
Cc1ccc(S(=O)(=O)N(C)C[C@@H]2OCCCC[C@H](C)Oc3ccc(NS(=O)(=O)c4cccs4)cc3C(=O)N([C@@H](C)CO)C[C@@H]2C)cc1	-8	4	.	5	0.0	-19	-6	8
Cc1nnc(NS(=O)(=O)c2ccc(Br)cc2)s1	-8	0	-0.1	-11	0.0	-10	5	-39
Cc1ccnc(SCC(=O)NC2CC2)n1	-3	1	0.2	2	0.2	6	-4	2
Cc1ccc(S(=O)(=O)N2C(=O)c3cccc4cccc2c34)cc1	-4	-1	-0.4	1	-0.1	-24	8	-4
COc1ccccc1CCn1cnc(C)c1CC(C)C	.	-8	1.3	.	0.0	-4	0	19
Cc1ccc(S(=O)(=O)Nc2ccc3c(c2)CC(=O)N([C@H](C)CO)C[C@@H](C)[C@@H](CN(C)S(=O)(=O)c2c(C)noc2C)O3)cc1	2	-72	-0.1	-2	-0.2	19	.	-6
O=C(NC(=S)Nc1ccccc1)c1cncc(C#Cc2ccccc2)c1	.	4	-0.3	-7	0.1	-7	-2	5

Compounds were not picked by outcome; 3% or so of the library scored in one or more.
